# Source: PubChem
# B2AR arrestin ag: ADRB2 beta-arrestin recruitment | AID 1347077 | HTLA Tango cells, beta-arrestin recruitment, luciferase luminescence, 18 h | Potency, µM (series often up to 46.1 µM), inactives show at the top dose activation, hits mostly activators | 44,000 tested, under 10 active;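 also: potency is read from the fitted curve at half-maximal effect; 0% = DMSO and full agonism = EC100 isoproterenol or metaproterenol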
# Target sequence (P07550 whole entry, looked up): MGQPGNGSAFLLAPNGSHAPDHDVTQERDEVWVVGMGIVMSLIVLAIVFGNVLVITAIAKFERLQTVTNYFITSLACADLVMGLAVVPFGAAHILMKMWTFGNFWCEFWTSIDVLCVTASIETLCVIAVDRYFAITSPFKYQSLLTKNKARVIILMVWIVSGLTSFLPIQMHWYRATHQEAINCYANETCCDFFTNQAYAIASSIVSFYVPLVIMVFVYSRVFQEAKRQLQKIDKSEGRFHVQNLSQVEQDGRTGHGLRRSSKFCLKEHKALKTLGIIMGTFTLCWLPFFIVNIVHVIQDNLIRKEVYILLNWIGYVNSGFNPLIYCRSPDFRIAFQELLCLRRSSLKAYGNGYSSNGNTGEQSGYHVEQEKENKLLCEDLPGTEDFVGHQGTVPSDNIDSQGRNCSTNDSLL
#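 Receptor–beta-arrestin recruitment read by tTA-responsive luciferase: compound titrations (up to 46 µM) incubated 18 h with Tango cells, then luminescent substrate 15 min at room temperature. Concentration-response fits classified by r2, efficacy and activity.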
# NTMT1 inhibitor: blocks human N-terminal methyltransferase 1 activity. Q9BV86. NTMT1 MTase-Glo SAH luminescence, purified enzyme. Potency, µM (top dose mostly 114 µM), without a hit: at the highest dose activity change, negative = inhibition, usual class: inhibitors. actives 2.5% (n = 59,000). AID 1645870;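 also: potency is read from the fitted curve at half-maximal effect; plate controls were DMSO vehicle for no effect and no enzyme for full effect; nearly all actives have a fitted effect of over 65% in size; many of its hits are not listed in these tables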
# Target sequence (Q9BV86 whole entry, looked up): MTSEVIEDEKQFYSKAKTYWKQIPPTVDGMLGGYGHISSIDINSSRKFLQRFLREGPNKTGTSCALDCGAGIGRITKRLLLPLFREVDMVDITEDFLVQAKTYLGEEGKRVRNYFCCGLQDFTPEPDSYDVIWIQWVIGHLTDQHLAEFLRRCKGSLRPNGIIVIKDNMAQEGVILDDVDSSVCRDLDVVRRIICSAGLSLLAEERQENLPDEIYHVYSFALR
# PTAP-TSG101 blk: inhibitors of HIV-1 PTAP binding to human TSG101, validation; Potency, µM (highest dose often 115 µM), for the others: at the top dose activity change, negative = inhibition, hits mostly inhibitors; Fluorescence polarization, FITC-PTAP peptide/Tsg101, 20 min; AID 1347069; Q99816; 44,000 tested, under 10 active; also: potency is read from the fitted curve at half-maximal effect; 0% is about no effect
# Target sequence (Q99816 whole entry, looked up): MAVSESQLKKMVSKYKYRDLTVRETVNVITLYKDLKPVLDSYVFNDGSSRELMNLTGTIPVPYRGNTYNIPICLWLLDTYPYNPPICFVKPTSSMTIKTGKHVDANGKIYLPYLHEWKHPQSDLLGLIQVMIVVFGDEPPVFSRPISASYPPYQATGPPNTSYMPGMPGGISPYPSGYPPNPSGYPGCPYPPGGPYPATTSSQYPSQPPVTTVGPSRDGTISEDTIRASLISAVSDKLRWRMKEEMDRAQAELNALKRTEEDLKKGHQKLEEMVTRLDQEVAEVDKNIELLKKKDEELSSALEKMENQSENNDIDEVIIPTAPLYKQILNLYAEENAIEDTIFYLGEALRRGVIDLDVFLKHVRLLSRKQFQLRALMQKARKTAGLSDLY
#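 qHTS FP binding, 20 min r.t.: 10 uM Tsg101 domain + 50 nM FITC-PTAP peptide, pH 7.5 HEPES buffer with TCEP and EDTA.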
# p53null 32C tox: kills p53 null cells at the permissive temperature; Potency, µM (series often up to 46.1 µM), inactives show at the highest dose activity change, negative = cytotoxicity, hits mostly cytotoxic; actives 0.62% (n = 55,000); H1299-neo p53 null cells, ATP luminescence, 24 h, 32C;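 also: potency is read from the fitted curve at half-maximal effect; 0% = DMSO only and -100% = full killing by 100 µM tamoxifen; nearly all actives have a fitted effect of over 55% in size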
#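 Luminescent ATP readout gave cell viability of p53-null H1299-neo cells after a 24 h compound exposure at the permissive 32C. Titrations ran up to 46 uM, and AC50s were fitted with the standard Hill equation.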
# p53null 39C tox: p53 null cell cytotoxicity, nonpermissive temperature. actives 0.97% (n = 55,000). Potency, µM (highest dose often 46.1 µM), without a hit: at the highest dose activity, negative = cell killing, most hits filed as cytotoxic. H1299 p53-null (neo) cells, 39C, ATPlite viability, 24 h;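 also: potency is read from the fitted curve at half-maximal effect; 0% = DMSO only and -100% = full killing by 100 µM tamoxifen; nearly all actives have a fitted effect of over 50% in size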
#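 ATP-luminescence viability readout (ATPlite, 20 min RT) after 24 hr compound treatment at 39C of H1299-neo or H1299-p53A138V cells; titration up to 46 uM; normalized to DMSO and 100 uM tamoxifen; Hill-fit AC50.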
# GALK inhibitor: inhibitors of human galactokinase (GALK) | Potency, µM (doses to about 57.5 µM), inactives show at the top dose activity, negative = inhibition, actives largely listed as inhibitors | AID 1347072 | P51570 | recombinant GALK, Kinase-Glo ATP luminescence, 1 h | 44,000 tested, under 10 active;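 also: plate controls were full GALK reaction for no effect and reaction lacking GALK for full effect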
#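 Luminescent ATP-depletion readout (Kinase-Glo Plus) after 1 h room-temperature incubation of human GALK (5 nM) with galactose 100 µM and ATP 35 µM, pH 8.0 HEPES/Mg2+ buffer; compounds tested in qHTS format.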
# FH mod: Identification of activators of human fumarate hydratase by quantitative high-throughput screening; FH coupled MDH/diaphorase resazurin fluorescence, 15 min; Potency, µM (doses to about 79.9 µM), for inactives: top-dose activity change, negative = inhibition, actives largely listed as inhibitors; Fumarate hydratase, mitochondrial (Homo sapiens), P07954; actives 0.22% (n = 54,000); AID 1347055, 2019; also: potency is read from the fitted curve at half-maximal effect; % is scaled to controls: 0 for no effect and ±100 for the full control effect; the screen sought activators but most active calls are inhibition curves; nearly all actives have a fitted effect of over 45% in size
# The depositor's hits bear a star; u = inconclusive; x = not tested or not shown; [ ] = dose if it differs, or a comment. Calls follow the shape of the dose curve; as a rule, active = well fitted curve in the direction sought with a large enough effect; inconclusive = small, poorly fitted or top-dose-only effect, or another doubt; inactive = no such curve, though single readings can be large; an effect the other way counts as inactive or inconclusive.
no.	compound	p53null 39C tox	B2AR arrestin ag	p53null 32C tox	GALK inhibitor
1	CC1CCN(c2nc(-c3ccc(C(C)(C)C)cc3)nc3ccccc23)CC1	13µM*	0%	13µM*	-1%
2	Cc1nc(-c2cccnc2)sc1CCNS(=O)(=O)c1ccc(F)cc1	0%	0%	1%	-3%
3	COc1ccc(CNC(=O)CCS(=O)(=O)c2cc3c4c(c2)CCN4C(=O)CC3)cc1	8%	0%	-2%	2%
4	CCCCOc1cccc(C(=O)N(Cc2cccs2)c2ccc(OC)cc2)c1	u	0%	32%[activator]	0%
5	CCN(C(=O)CSc1nc2ncccc2[nH]1)c1ccc(C(C)C)cc1	-17%	1%	-7%	9%
6	CCCCN(C)C(=O)Cn1cnc2sc(C)c(S(=O)(=O)N3CCN(c4ccccc4OC)CC3)c2c1=O	24%	0%	2%	-7%
7	CCC(C)NC(=O)c1c(-c2ccccc2)c(-c2ccccc2)nn(C)c1=O (configuration not stated)	-13%	-1%	-3%	-3%
8	COc1ccc(CNC(=O)C2CCN(C(=O)N3CC(C)Oc4ccc(C)cc43)CC2)cc1 (configuration not stated)	14%	-1%	1%	1%
9	CC1=C(C(=O)Nc2ccccc2)C(c2ccccc2)n2nc(-c3ccco3)nc2N1 (configuration not stated)	-13%	0%	0%	0%
10	CC1CCN(c2ncnc3c2nnn3C)CC1	7%	0%	5%	-9%
11	O=C(COc1ccccc1Cl)Nc1cc(-c2ccccc2F)nn1-c1ccccc1	7%	-1%	-5%	5%
12	CCOc1ccc(CCNC(=O)Cn2ncn3c(cc4ccccc43)c2=O)cc1OCC	-3%	-2%	-5%	7%

no.	NTMT1 inhibitor	PTAP-TSG101 blk	FH mod
1	7%	-2%	-13%
2	-2%	0%	-8%
3	11%	-1%	22%
4	13%	-1%	u
5	1%	0%	-12%
6	2%	-3%	-12%
7	-7%	-2%	7%
8	4%	1%	7%
9	0%	1%	-4%
10	-5%	0%	4%
11	4%	-1%	-16%
12	0%	-1%	2%

# Going on with the list.
no.	compound	p53null 39C tox	B2AR arrestin ag	p53null 32C tox	GALK inhibitor
13	C#CCN1C(=O)C(O)(CC(=O)c2ccc(OC)c(OC)c2)c2cc(Br)ccc21 (configuration not stated)	u	-2%	6%	-1%
14	CCN(CC)C(=O)Cn1c(=O)n(Cc2ccc(C(=O)NCCCOC)cc2)c(=O)c2ccccc21	-13%	-2%	0%	2%
15	CCc1nonc1NC(=O)c1oc2cc(C)c(C)cc2c1C	-8%	0%	-6%	2%
16	COc1ccc(S(=O)(=O)NCc2cccn2Cc2cccc(C)c2)cc1Cl	-19%	0%	64%[activator]	-2%
17	CC1=C(C(=O)Nc2cc(C)cc(C)c2)C2(CCCCC2)OC1=O	15%	0%	-3%	0%
18	CCN1CCOC(=O)C1CC(=O)Nc1ccccc1C(F)(F)F (configuration not stated)	x	0%	x	7%
19	CCOC(=O)c1ccc2ncc3c(-c4ccccc4)nn(-c4ccc(F)c(Cl)c4)c3c2c1	27%	0%	5%	-6%
20	COc1cc(C2CC(=O)Nc3cc4c(cc32)OCCO4)cc(Br)c1OC (configuration not stated)	-9%	6%	16%	3%
21	CCOC(=O)N1CCN(C(=O)CN(c2cccc(Cl)c2C)S(=O)(=O)c2ccc(C)cc2)CC1	56%	1%	10%	0%
22	Cc1ccc(NC(=O)C2CCN(c3nc4ccccc4[nH]3)CC2)cc1Cl	-7%	-1%	3%	u
23	CCCN1CCN(CCCNC(=O)c2cnn(-c3ccc(C)cc3)c2-n2cccc2)CC1	9%	-1%	9%	0%
24	Cc1cccc(NC(=O)CN2C(=O)C(c3ccc(F)cc3)=NC23CCCCCC3)c1C	12%	-4%	28%	2%

no.	NTMT1 inhibitor	PTAP-TSG101 blk	FH mod
13	4%	24%	8%
14	-2%	-5%	4%
15	3%	-1%	-19%
16	u	-3%	u
17	5%	3%	-4%
18	8%	-8%	-8%
19	u	-2%	6%
20	3%	-3%	-8%
21	u	-5%	-11%
22	-2%	3%	-8%
23	x	-1%	x
24	-4%	1%	-12%

# Reprinted at random: 5 records from the list
no.	compound	p53null 39C tox	B2AR arrestin ag	p53null 32C tox	GALK inhibitor
14	CCN(CC)C(=O)Cn1c(=O)n(Cc2ccc(C(=O)NCCCOC)cc2)c(=O)c2ccccc21	-13%	-2%	0%	2%
15	CCc1nonc1NC(=O)c1oc2cc(C)c(C)cc2c1C	-8%	0%	-6%	2%
23	CCCN1CCN(CCCNC(=O)c2cnn(-c3ccc(C)cc3)c2-n2cccc2)CC1	9%	-1%	9%	0%
18	CCN1CCOC(=O)C1CC(=O)Nc1ccccc1C(F)(F)F (configuration not stated)	x	0%	x	7%
16	COc1ccc(S(=O)(=O)NCc2cccn2Cc2cccc(C)c2)cc1Cl	-19%	0%	64%[activator]	-2%

no.	NTMT1 inhibitor	PTAP-TSG101 blk	FH mod
14	-2%	-5%	4%
15	3%	-1%	-19%
23	x	-1%	x
18	8%	-8%	-8%
16	u	-3%	u

# The list continues.
no.	compound	p53null 39C tox	B2AR arrestin ag	p53null 32C tox	GALK inhibitor
25	O=C(NCCc1ccc(Cl)cc1)c1cc(-c2ccccc2)n[nH]1	-1%	0%	0%	0%
26	O=C(CSc1nc2c([nH]c3ccccc32)c(=O)n1-c1ccccc1)c1ccc(Cl)cc1	31%[activator]	-1%	5%	3%
27	Cc1cc(C)c(Cn2c3ccccc3c3cnn(CC(=O)N4CCCCCC4)c(=O)c32)c(C)c1	27%	-1%	20%	2%
28	CCN(CC)CCCNC(=O)c1ccc2c(c1)N(Cc1c(F)cccc1Cl)C(=O)c1ccccc1S2	u	-1%	20%	-2%
29	COCCNc1ccc(-c2nc(-c3ccccn3)no2)cc1[N+](=O)[O-]	-20%	-3%	-9%	-1%
30	Cc1cc(NC(=O)C2CCCN(S(=O)(=O)c3cn(C)cn3)C2)ccc1Br (configuration not stated)	-9%	-1%	1%	0%
31	CCN(C(=O)COc1cc(=O)n(C)c2ccccc12)c1cccc(C(F)(F)F)c1	-28%	-2%	0%	0%
32	CCCN(CCC)CC(O)Cn1cc(/C=C/C(=O)c2ccc(OCC)cc2)c2ccccc21 (configuration not stated)	20µM*	-3%	u	1%
33	Clc1ccc(CCNC(c2cccc(Cl)c2)c2nnc(-c3ccccc3)o2)cc1 (configuration not stated)	6%	1%	9%	-1%
34	CCOc1ccc(NC(=O)NCCN2CCN(c3cc(Cl)ccc3C)CC2)cc1	-11%	1%	8%	-6%
35	COc1ccc(Cl)cc1C(=O)Nc1ccc2oc(-c3ccc(C(C)(C)C)cc3)nc2c1	-27%	0%	-2%	0%
36	COc1ccccc1N1CCN(C(=O)c2cnn(-c3ccc(C)c(C)c3)c2C2CCN(C(=O)OC(C)(C)C)CC2)CC1	54%[activator]	-1%	34%[activator]	3%

no.	NTMT1 inhibitor	PTAP-TSG101 blk	FH mod
25	8%	0%	-6%
26	5%	2%	1%
27	1%	0%	7%
28	u	0%	-2%
29	-5%	-3%	-6%
30	-16%	0%	-8%
31	-1%	-5%	-12%
32	-4%	14%	-10%
33	x	2%	x
34	-7%	0%	-28%
35	19%	1%	-4%
36	-1%	-7%	-29%

# Going on with the list.
no.	compound	p53null 39C tox	B2AR arrestin ag	p53null 32C tox	GALK inhibitor
37	CCC(C)c1ccc(OCC(=O)Nc2ccc(-c3nc4ncccc4o3)cc2)cc1 (configuration not stated)	u	0%	u	4%
38	COc1ccc(OC)c(CNc2sc3c(c2C(=O)Nc2cc(OC)ccc2OC)CCCC3)c1	7%	-1%	34%[activator]	-1%
39	Cc1ccc(Cl)c(NC(=O)Nc2csc3c2CCCC3)c1	2%	-1%	-5%	5%
40	CCC(C)NC(=O)Cn1ncc2c([nH]c3ccc(C)cc32)c1=O (configuration not stated)	14%	4%	-15%	3%
41	CC(C)CN(CC(C)C)S(=O)(=O)c1ccc(C(=O)Nc2sc3c(c2C(N)=O)CC(C)(C)NC3(C)C)cc1	10%	-1%	3%	-2%
42	COc1ccc(CNc2nc3c(-c4cccc(F)c4)nnn3c3ccccc23)cc1	u	0%	u	-11%
43	Cc1nc(-c2ccccc2)sc1-c1ccc(SCC(=O)NCc2ccccc2Cl)nn1	-15%	4%	3%	0%
44	CCN(CC)c1ccc(NC(=O)CN(C)S(=O)(=O)c2cccc3nsnc23)c(C)c1	-8%	-1%	1%	0%
45	COc1ccccc1C(=O)NCc1ccc2c(c1)CCN2C(=O)c1ccncc1	-14%	-2%	-3%	1%
46	COc1cccc(Cn2c(=O)cc(C)c3c(C)nn(-c4ccc(C)cc4)c32)c1	6%	1%	23%	0%
47	CC(=O)c1cccc(NC(=O)c2oc(=O)c3ccccc3c2-c2ccccc2)c1	13%	2%	-13%	-1%
48	COCCCNC(=O)CCC(=O)N1Cc2ccccc2Oc2ncccc21	-2%	-1%	2%	-2%

no.	NTMT1 inhibitor	PTAP-TSG101 blk	FH mod
37	5%	0%	-1%
38	-4%	0%	-15%
39	0%	2%	-14%
40	-14%	-5%	4%
41	7%	4%	3%
42	3%	0%	0%
43	-13%	4%	-15%
44	u	-1%	-18%
45	5%	-1%	3%
46	2%	-3%	-23%
47	4%	-7%	-1%
48	2%	-6%	-34%

# Next section:
no.	compound	p53null 39C tox	B2AR arrestin ag	p53null 32C tox	GALK inhibitor
49	Cc1ccc(OCC(=O)Nc2ccc(C(=O)OCc3cc(=O)n4nc(C5CC5)sc4n3)cc2)cc1	1%	0%	1%	3%
50	CCCN(C(=O)Cn1nc(Cc2ccncc2)c2ccccc2c1=O)c1ccccc1C	3%	0%	-1%	-9%
51	Cc1ccc(SCC(=O)Nc2cccc(-c3nc4cc(Cl)ccc4o3)c2C)cc1	-24%	-4%	-11%	0%
52	COc1ccc(-n2c(SCC(=O)NCc3ccccc3)nc3c([nH]c4ccccc43)c2=O)cc1	28%	0%	-8%	2%
53	O=C(Nc1nnc(S(=O)(=O)N2CCOCC2)s1)c1ccccc1Cl	-1%	5%	5%	2%
54	Cc1ccc(-c2cn3c(n2)sc2cc(C(=O)NC4CCCCC4)ccc23)cc1	-13%	1%	4%	3%
55	CCN(CCCNC(=O)c1cc2c(=O)[nH]c3ccc(C)cc3c2s1)c1ccc(C)cc1	15%	0%	-2%	8%
56	CC(C)(C)OC(=O)N1CCC(c2c(C(=O)N3CCN(c4ncccn4)CC3)cnn2-c2cccc(F)c2)CC1	-3%	0%	-10%	1%

no.	NTMT1 inhibitor	PTAP-TSG101 blk	FH mod
49	3%	2%	-21%
50	-4%	-3%	14%
51	4%	5%	4%
52	5%	1%	5%
53	28%	3%	-5%
54	-17%	2%	-2%
55	-2%	-6%	u
56	-1%	-3%	1%

# Only part of the results is shown, so the mix of outcomes need not match the whole.
